Mtb UGM inh: M. tuberculosis UGM enzyme inhibitors, primary screen, biochemical, fluorescence polarization, single point | UDP-galactopyranose mutase (Mycobacterium tuberculosis (strain ATCC 25618 / H37Rv)), … | purified UGM, fluorescence polarization probe displacement | inhibition, % at 10 µM | actives 0.06% (n = 320,000); in the data active = inhibition above about 10%, passing the limit was not always enough
Target sequence (P9WIQ1 whole entry, looked up): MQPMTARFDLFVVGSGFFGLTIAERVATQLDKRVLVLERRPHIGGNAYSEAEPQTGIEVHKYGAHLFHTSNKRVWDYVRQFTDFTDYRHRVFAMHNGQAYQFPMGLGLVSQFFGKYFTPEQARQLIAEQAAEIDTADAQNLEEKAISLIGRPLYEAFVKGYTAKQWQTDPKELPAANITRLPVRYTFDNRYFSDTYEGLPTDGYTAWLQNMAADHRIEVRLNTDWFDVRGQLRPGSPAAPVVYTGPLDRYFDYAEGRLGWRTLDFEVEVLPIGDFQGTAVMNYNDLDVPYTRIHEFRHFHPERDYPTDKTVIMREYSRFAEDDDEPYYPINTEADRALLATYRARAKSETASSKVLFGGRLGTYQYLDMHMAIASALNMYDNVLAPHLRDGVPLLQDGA
BioA inh: M. tuberculosis BioA enzyme inhibitors, primary screen, biochemical, plate reader, single point, HTS | actives 0.096% (n = 360,000) | 7,8-diaminopelargonic acid synthase BioA (Mycobacterium tuberculosis) | AID 602481, 2012 | inhibition, % at 9.99 µM | purified M. tuberculosis BioA enzyme; in the data active = inhibition above about 40%
3CLpro inhibitor: SARS-CoV 3CLpro protease inhibitors, primary screen, biochemical, quenched FRET; recombinant SARS-CoV 3CLpro, quenched FRET peptide cleavage; inhibition, % at 6 µM; actives 0.14% (n = 290,000); in the data active = inhibition above about 12%
Rv3671c inh: Rv3671c serine protease inhibitors, primary screen, biochemical, fluorescence polarization, M. tuberculosis H37Rv; inhibition, % at 5.96 µM; P9WHR9; actives 0.048% (n = 320,000); AID 2606, 2010; in the data active = inhibition above about 38%;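 also: extracellular domain of Rv3671c used as enzyme; 0% = enzyme with DMSO and 100% = no enzyme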
Target sequence (P9WHR9 whole entry, looked up, the tested form may be a part): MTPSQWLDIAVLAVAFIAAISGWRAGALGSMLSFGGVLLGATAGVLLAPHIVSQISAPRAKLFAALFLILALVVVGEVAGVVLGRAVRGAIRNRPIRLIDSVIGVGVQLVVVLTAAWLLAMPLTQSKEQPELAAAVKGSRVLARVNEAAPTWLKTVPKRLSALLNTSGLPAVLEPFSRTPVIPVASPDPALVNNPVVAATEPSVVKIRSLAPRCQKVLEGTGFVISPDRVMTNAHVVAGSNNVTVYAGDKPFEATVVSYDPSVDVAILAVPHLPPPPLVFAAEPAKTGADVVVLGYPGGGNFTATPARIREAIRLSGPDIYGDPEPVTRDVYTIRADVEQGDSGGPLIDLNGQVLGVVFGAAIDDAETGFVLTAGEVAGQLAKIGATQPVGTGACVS
SSB-PriA inh: inhibitors of Klebsiella pneumoniae PriA binding to SSB C-terminal tail, primary screen, biochemical, AlphaScreen. inhibition, % at 33 µM. actives 0.6% (n = 430,000). AlphaScreen SSBct-PriA binding, biotinylated peptide. PriA–SSB C-terminal tail interaction (Klebsiella pneumoniae). AID 1272365, 2023; in the data active = inhibition mostly above about 37%, no sharp cut-off; inactive = mostly below about 20%;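 also: plate controls were negative control peptide for no effect and reference peptide for full effect; strong numbers were not always called active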
MazEF act: activators of E. coli MazEF toxin-antitoxin RNase, primary screen, biochemical, fluorescence, uHTS; FAM/BHQ RNA-DNA oligo cleavage fluorescence, 5 h; actives 0.32% (n = 350,000); AID 504720, 2011; activation, % at 20 µM; in the data active = activation above about 50%
Target sequence (P0AE70 whole entry, looked up): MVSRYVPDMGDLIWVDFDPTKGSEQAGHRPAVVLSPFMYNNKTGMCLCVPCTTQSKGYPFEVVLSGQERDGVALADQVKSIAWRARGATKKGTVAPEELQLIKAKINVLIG
Mtb FBA inh: Mtb FBA enzyme inhibitors, primary screen, biochemical, fluorescence, strain H37Rv | AID 588726, 2011 | inhibition, % at 1 µM | purified M. tuberculosis FBA, fluorescence read-out | actives 2.3% (n = 360,000); in the data active = inhibition above about 27%;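 also: 0% = vehicle and 100% = reference inhibitor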
BH1578 lux ind: inducers of Vibrio cholerae quorum light production without autoinducers, primary screen, BH1578 luxS cqsA deficient, single point; activation, % at 18.7 µM; V. cholerae BH1578 lux reporter, luminescence, 6 h; actives 0.16% (n = 350,000); AID 588436, 2011; in the data active = activation mostly above about 9.7%, no sharp cut-off; also: not every result past the cut was called active; inactives centre near 0; reference of the scale not given here
GDH-TPI inh: GDH-TPI coupling enzyme inhibitors, primary screen, artefact control for M. tuberculosis FBA inhibitor project, biochemical, absorbance, full deck | GDH-TPI coupled enzyme counterscreen, NADH absorbance | inhibition, % at 4.8 µM | actives 1.2% (n = 360,000); in the data active = inhibition above about 30%;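 also: 0% = DMSO wells and 100% = wells lacking the enzyme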
VHR inh abs: VHR1 phosphatase inhibitors, primary screen, biochemical, absorbance, uHTS; actives 0.52% (n = 290,000); recombinant VHR phosphatase, pNPP absorbance; inhibition, % at 13.3 µM; Dual specificity protein phosphatase 3 (Homo sapiens), P51452; in the data active = inhibition above about 50%; also: some compounds called inactive have numbers as strong as hits
* = called active by the depositor; i = inactive; · = not tested or not shown. The list is partial, so the mix of outcomes need not match the whole.

Every second line gives: Mtb UGM inh | BioA inh | 3CLpro inhibitor | Rv3671c inh | SSB-PriA inh | MazEF act | Mtb FBA inh | BH1578 lux ind | GDH-TPI inh | VHR inh abs
- COc1cc(N=C(N)N=C(N)N)cc(OC)c1
 : -0.8 | 2.2 | -1 | -1 | 2 | 2 | -3 | -0.2 | -3 | -7
- O=c1cc(C(F)(F)F)nc(-c2cccnc2)[nH]1
 : 2.9 | · | 2 | -7 | -17 | 5 | -2 | -0.3 | -3 | 2
- COc1cccc2cc(S(=O)(=O)c3ccccc3)c(=Nc3ccc4c(c3)OCCO4)oc12
 : 0.3 | · | 0 | -12 | 9 | 1 | -1 | -0.2 | 3 | -8
- O=C(Nc1ccc2c(c1)OCCO2)C1CCCN1S(=O)(=O)c1ccc(Cl)cc1 (centres undefined)
 : -3.1 | 0.2 | 4 | -4 | 0 | 3 | 0 | -2.9 | 5 | 4
- CCOC(=O)C1(c2ccccc2)CCN(CCC(=O)Nc2cccc(Br)c2)CC1
 : · | -0.3 | · | · | 5 | -8 | -1 | i | 4 | ·
- COc1cccc2cc(-c3ccccc3)c(=O)oc12
 : 0.8 | 2.9 | 2 | -12 | -16 | 1 | 3 | i | -1 | 1
- O=C(NCCC1=CCCCC1)c1ccc(Cl)c(S(=O)(=O)N2CCOCC2)c1
 : 0.9 | -1.9 | 1 | 3 | -17 | -7 | -1 | i | 12 | 6
- CC1C=Cc2ccccc2N1C(=O)c1ccccc1 (centres undefined)
 : -1.8 | -1.1 | -1 | -6 | 9 | 3 | 0 | i | 7 | 37
- Cc1ccccc1Oc1ccc2c(c1)[C@@H]1C[C@H](N(C)C(=S)Nc3ccc(F)cc3)[C@H]([C@H](C)O)C(=O)N1CC2
 : · | · | · | · | · | -4 | -3 | -0.5 | 8 | ·
- CC1CN(N=Cc2ccc([N+](=O)[O-])o2)C(=N)O1 (centres undefined)
 : · | -1.3 | · | · | -11 | -10 | 0 | i | 26 | ·

Compound profiles, as listed above. Values in the order: Mtb UGM inh, BioA inh, 3CLpro inhibitor, Rv3671c inh, SSB-PriA inh, MazEF act, Mtb FBA inh, BH1578 lux ind, GDH-TPI inh, VHR inh abs
`Cc1ccccc1Oc1ccc2c(c1)[C@@H]1C[C@H](N(C)C(=S)Nc3ccc(F)cc3)[C@H]([C@H](C)O)C(=O)N1CC2` as listed: ·, ·, ·, ·, ·, -4, -3, -0.5, 8, ·
`O=C(Nc1ccc2c(c1)OCCO2)C1CCCN1S(=O)(=O)c1ccc(Cl)cc1` (centres undefined) as listed: -3.1, 0.2, 4, -4, 0, 3, 0, -2.9, 5, 4

Later entries
Every second line gives: Mtb UGM inh | BioA inh | 3CLpro inhibitor | Rv3671c inh | SSB-PriA inh | MazEF act | Mtb FBA inh | BH1578 lux ind | GDH-TPI inh | VHR inh abs
- O=S(=O)(Nc1cccc(S(=O)(=O)N2CCOCC2)c1)c1ccc(Cl)s1
 : -1.6 | -0.3 | 3 | 1 | 1 | -4 | 3 | -0.3 | 8 | 22
- COC(=O)c1cc(=O)n(-c2ccccc2)c(=Nc2ccccc2)s1
 : -3.8 | -2.0 | -2 | -2 | 5 | 11 | 2 | -0.4 | 26 | 15
- O=C(/C=C/c1ccc(Cl)cc1)Nc1ccc(S(=O)(=O)Nc2ncccn2)cc1
 : 2.3 | · | 1 | -8 | 2 | 5 | 0 | i | 9 | 2
- CCCc1nc(NC(C)=O)c(C#N)c(-c2ccco2)c1CC
 : -1.4 | 0.3 | -1 | 3 | -10 | -8 | 6 | -1.0 | 3 | 29
- CC(=O)Nc1ccc(S(=O)(=O)NCCC(=O)N2CCN(C(c3ccccc3)c3ccccc3)CC2)cc1
 : 0.5 | 0.1 | · | 1 | 1 | 7 | -3 | -1.5 | 9 | ·
- CCOc1ccc2c(c1)-c1c(ssc1=S)C(C)(C)N2C(=O)CSC1=NCCS1
 : -0.3 | -0.4 | 8 | -1 | 43 | -2 | -2 | -0.7 | 4 | 4
- Cc1ncc(S(=O)(=O)c2ccc(Cl)cc2)c(N)n1
 : -2.3 | 1.3 | · | 5 | 8 | -1 | -2 | -0.2 | 6 | ·
- CCOC(=O)c1ccc(NC(=O)N2C3CCCC2CC(NC(C)=O)C3)cc1 (centres undefined)
 : 2.9 | -1.0 | 4 | -3 | -10 | 14 | -2 | -0.9 | -9 | 2
- N#Cc1c(-c2ccccc2)nc(N2CCOCC2)[nH]c1=O
 : 2.0 | -0.9 | -1 | -1 | -2 | 1 | 5 | 3.0 | 2 | 0
- COc1cc(/C=C(\C#N)c2[nH]nc(N)c2C#N)cc(OC)c1O
 : -2.7 | -1.2 | 2 | 1 | 3 | -48 | -18 | -0.1 | 31 | -27
- CC(Cc1ccccc1)C(=O)N(C)Cc1ccccc1 (centres undefined)
 : 2.5 | 0.4 | -4 | -14 | 10 | -21 | 3 | -0.8 | 9 | -3
- CCCC[N+]1(C)[C@@H]2CC(OC(=O)[C@H](CO)c3ccccc3)C[C@H]1[C@@H]1O[C@@H]12 (some centres undefined)
 : 4.4 | -2.9 | 6 | 0 | -20 | -3 | 1 | i | 5 | 26
- CCC(=O)c1c[nH]c(C(=O)NCC2CCCO2)c1 (centres undefined)
 : 2.8 | · | 2 | -1 | -9 | 6 | 4 | -0.1 | 6 | -18
- Cc1cccc2c(=O)c(-c3ccc(Cl)cc3)c(NC(=O)c3ccco3)oc12
 : -2.9 | -1.4 | 4 | -11 | 0 | 8 | -3 | -0.7 | 25 | 6
- C[C@@H]1CN(C(=O)c2nc3ccc(Cl)cn3c2CN[C@H]2CCCCNC2=O)C[C@H](C)O1
 : -3.4 | · | 1 | 4 | -7 | -2 | -2 | 0.8 | 3 | -14
- O=C(Nc1cccc(S(=O)(=O)N2CCOCC2)c1)c1ccco1
 : -0.4 | -1.4 | -1 | -1 | -10 | 0 | -3 | -3.8 | -2 | -23
- CC(=O)c1cc2c(cc1NS(=O)(=O)c1ccccc1F)OCO2
 : -2.8 | · | -1 | 4 | 4 | -24 | 4 | 1.9 | 10 | 2
- O=C(c1cccs1)n1cc(C(=S)N2CCOCC2)c2ccccc21
 : 0.4 | 1.3 | 3 | 4 | 20 | -4 | -2 | i | -7 | -17
- O=c1[nH]c2ccccc2c(=O)c2ccccc12
 : · | -1.0 | · | · | · | 6 | 1 | -4.5 | 12 | ·
- CC1(C)C(C=C(Cl)Cl)C1C(=O)N(Cc1ccc(Cl)cc1)C1CCS(=O)(=O)C1 (centres undefined)
 : 0.8 | 3.7 | -1 | -1 | -17 | 2 | 0 | -6.2 | 3 | -7
- N#Cc1c(NC(=O)COC(=O)c2ccc(F)cc2)sc2c1CCC2
 : -1.8 | -1.7 | 1 | -1 | -3 | -1 | 4 | -0.1 | 1 | 4
- Nc1nonc1NC(=O)NN=C1CCCCC1
 : 0.6 | · | 6 | 5 | -4 | 2 | -2 | -0.2 | 14 | -2
- CC(C)c1ccc(NC(=O)CSc2n[nH]c(=O)n2-c2ccc3c(c2)OCCO3)cc1
 : 0.9 | -2.0 | 3 | 0 | 1 | 7 | 4 | -0.7 | 4 | -11
- O=C(c1ccco1)N1CCN(Cc2nnc(-c3cccc(Cl)c3)o2)CC1
 : -1.4 | 3.5 | -1 | 5 | -2 | 12 | 2 | -0.2 | -2 | 10
- COc1ccccc1CNC(=O)C1(NC(=O)Nc2ccc(C)cc2)CCCCC1
 : 1.5 | -1.2 | 2 | -2 | -7 | 5 | 1 | -0.2 | -1 | 30
- CN(C)c1ccc(C=Nc2ccccc2C(N)=O)cc1
 : 4.0 | -0.2 | -6 | -12 | 2 | -12 | 6 | · | 38* | 33
- CC1(C2CC(C(F)(F)F)n3nc(C(=O)O)cc3N2)CC1 (centres undefined)
 : -0.2 | 3.0 | 2 | 3 | -14 | 9 | 0 | i | -5 | 25
- CCCC(=O)Nc1ccc(C(=O)NCC2CCCO2)cc1 (centres undefined)
 : 0.7 | -0.1 | -4 | -4 | 2 | -1 | 0 | i | -1 | 12
- Cc1cccc(NC(=O)c2ccoc2C)n1
 : -0.4 | 0.0 | -3 | 4 | -7 | -2 | 0 | -0.6 | 2 | 21
- COc1ccc(-n2c(SCC(=O)Nc3cc(C)on3)nc3c([nH]c4ccccc43)c2=O)cc1OC
 : -0.6 | 3.4 | 0 | 3 | -6 | 6 | -1 | i | 6 | 1
- Cc1ccc2nc(SCc3nc4c(cnn4-c4ccccc4)c(=O)[nH]3)[nH]c2c1
 : 0.8 | · | 0 | 2 | 2 | 7 | -1 | i | 5 | 24
- Cc1ccc(N(CC(=O)NC(C)(C)C)C(=O)CNC(=O)c2cccs2)c(C)c1
 : 0.3 | · | 4 | 5 | -10 | 9 | -1 | -0.4 | 2 | 7
- O=C(CCN=C1NS(=O)(=O)c2ccccc21)OCC(=O)c1ccc(F)c(F)c1
 : -0.2 | 0.5 | · | 0 | 2 | 4 | -1 | -0.4 | 2 | ·
- CCc1ccc(/C(C)=N/Nc2cc(Cl)nc(C)n2)cc1
 : -2.1 | 0.1 | 6 | -5 | · | 0 | -1 | -0.2 | -2 | 25
- COc1ccc(/C(N)=N/OC(=O)Cc2ccccc2OC)cc1
 : -0.8 | -0.4 | 2 | -3 | · | -7 | -2 | 12 | -11 | 32
- CNc1ccc(Br)cc(C(=O)/C=C/c2cccc(OC)c2OC)c1=O
 : 1.0 | · | 5 | 3 | 2 | -16 | -1 | -5.3 | 24 | 13
- O=C(OCC(=O)c1cccs1)C1=COCCO1
 : -2.6 | -0.1 | 3 | -8 | -13 | 8 | 3 | i | 4 | -16
- CCOCCCNC(=O)c1cc2c(s1)-c1ccccc1SC2
 : 0.2 | -1.2 | 1 | -19 | -7 | -2 | -4 | -0.3 | 4 | -32
- Cc1ccc(C)c(-c2cc(C(=O)Nc3nccs3)c3ccccc3n2)c1
 : -0.8 | -2.0 | -1 | 0 | 1 | -6 | -2 | -0.3 | 7 | 27
- CC(C)n1c(O)c(/C=C2\C=NN=C2c2ccccc2)sc1=S
 : 4.0 | · | 4 | -7 | · | -1 | 56* | -0.3 | 16 | -5
- O=C(NC1CCCCC1)c1ccc2[nH]c(=O)c(=O)[nH]c2c1
 : -2.0 | 0.6 | 2 | 1 | -4 | 2 | 41* | i | 11 | 20
- N#CCN1CCN(CCC(=O)Nc2ccc(OCc3ccccc3)cc2)CC1
 : 2.9 | -1.1 | 3 | 3 | -16 | 9 | -2 | i | 2 | -15
- CCCNC(=O)OC[C@H]1O[C@H](CCO/N=C/c2ccc(C(=O)N3[C@H](c4ccc(C)cc4)[C@@H](C)CC[C@H]3C(=O)OC)cc2)C=C[C@@H]1Oc1ccc(OC)cc1
 : -2.9 | · | 2 | -9 | · | · | · | · | · | -4
- O=C(Nc1ccncc1)OCc1ccccc1
 : 1.4 | -2.9 | 3 | -6 | -2 | 2 | 4 | 0.5 | 6 | 7
- COc1ccc(CCn2c(SCCN3CCCCC3)nc3ccccc3c2=O)cc1OC
 : 1.5 | -0.5 | -1 | -7 | 2 | 1 | -2 | -0.3 | 3 | 15
- Cc1ccc(N2CCN(S(=O)(=O)c3ccc(Cl)s3)CC2C)cc1 (centres undefined)
 : 1.8 | 0.1 | 1 | 4 | 2 | 2 | -2 | 0.4 | 8 | 0
- CN(C)CCN(C(=O)c1ccc(S(=O)(=O)N2CCc3ccccc32)cc1)c1nc2ccc(F)cc2s1
 : 1.6 | -2.3 | 0 | -2 | 19 | -6 | 6 | i | -5 | 10
- Cc1cccc(-c2nnc(SCC#N)n2-c2cccc(Cl)c2)c1
 : -1.7 | 35 | 1 | -12 | -4 | 0 | -1 | -0.6 | 8 | 13

Compound activity deposited in PubChem by several laboratories.
